bIAP inh = intestinal alkaline phosphatase (bovine) inhibition; inhibition, % at 20 µM; purified bovine IAP, CDP-star luminescence, 30 min; 190,000 tested, under 10 active;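 active = over 50% inhibition of intestinal alkaline phosphatase at 20 µM in the single-dose screen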
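Assay system: bovine IAP enzyme; medium: DEA buffer 100 mM, pH 9.8, with MgCl2 1.0 mM, ZnCl2 0.02 mM; doses: 20 µM single dose; incubation: enzyme reaction for 30 min at room temperature; detection: CDP-star luminescence signal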
TNAP inh hiacc = blocks human TNAP under high phosphate acceptor concentration; P05186; purified TNAP, CDP-star luminescence, 1 M DEA; inhibition, % at 20 µM; actives 0.03% (n = 200,000);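 active = over 50% inhibition of tissue-nonspecific alkaline phosphatase at 20 µM in the single-dose screen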;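 note: plate controls were DMSO wells for no effect and EDTA-quenched wells as full inhibition for full effect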
Target sequence (P05186 whole entry, looked up): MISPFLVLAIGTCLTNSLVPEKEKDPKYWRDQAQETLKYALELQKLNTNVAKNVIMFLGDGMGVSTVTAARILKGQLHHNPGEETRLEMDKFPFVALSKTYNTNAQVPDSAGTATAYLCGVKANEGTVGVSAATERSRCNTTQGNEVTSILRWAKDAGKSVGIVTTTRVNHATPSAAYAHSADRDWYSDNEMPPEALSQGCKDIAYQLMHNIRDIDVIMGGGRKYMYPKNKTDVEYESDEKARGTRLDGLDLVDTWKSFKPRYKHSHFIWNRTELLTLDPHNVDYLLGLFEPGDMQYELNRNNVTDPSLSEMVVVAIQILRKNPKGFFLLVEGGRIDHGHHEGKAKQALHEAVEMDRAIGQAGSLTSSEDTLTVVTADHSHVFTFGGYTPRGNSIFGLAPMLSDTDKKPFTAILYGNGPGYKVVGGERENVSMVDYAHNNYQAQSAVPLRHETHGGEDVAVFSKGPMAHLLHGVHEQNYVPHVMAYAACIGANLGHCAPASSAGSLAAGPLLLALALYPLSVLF
TNAP act hi DEA = TNAP (human) activation, high acceptor | P05186 | purified TNAP, CDP-star luminescence, 1 M DEA, 30 min; active compounds read high; 0 = EDTA background, 1 = DMSO-only activity | activation factor at 20 µM | 200,000 tested, under 10 active;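 active = activation factor at least 2 at 20 µM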
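Assay system: human TNAP; Input: enzyme diluted 1/800 final; Reagent: CDP-star luminogenic substrate at 100 µM final; Timing: 30 min, room temperature; Signal: luminescence; Evaluation: TNAP activation factor scaled between EDTA and DMSO control wells.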
PPARg SRC-3 ag = PPARgamma-driven SRC-3 recruitment agonism. P37231. biochemical PPARgamma/SRC-3 coactivator recruitment assay. activation, % at 8 µM. actives 0.26% (n = 200,000). AID 731; in the data active = activation above about 23%;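 note: 0% = DMSO and 100% = reference agonist; some compounds past the cut are filed as inactive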
PPARg SRC-2 ag = PPARgamma-driven SRC-2 recruitment agonism | AID 1032 | PPARgamma LBD-SRC-2 recruitment, biochemical | actives 0.34% (n = 200,000) | activation, % at 8 µM | P37231; in the data active = activation above about 22%;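 note: 0% = vehicle and 100% = reference agonist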
TNAP inh noacc = inhibitors of human TNAP without phosphate acceptor; P05186; purified TNAP, CDP-star luminescence, 30 min; inhibition, % at 20 µM; actives 0.26% (n = 200,000); AID 1012;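 active = tissue-nonspecific alkaline phosphatase inhibition above about 50% at 20 µM in the single-dose screen, limit read from the data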;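 note: 0% = DMSO negative control and 100% = EDTA positive control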
PPARg SRC-1 ag = PPARgamma-driven SRC-1 recruitment agonism; P37231; PPARgamma-SRC-1 coactivator recruitment biochemical assay; activation, % at 8 µM; actives 0.41% (n = 200,000); in the data active = activation above about 19%;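 note: 0% = DMSO and 100% = reference agonist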
HMGR II inh = inhibitors of class II HMG-CoA reductase from Enterococcus faecalis | purified E. faecalis HMGR, NADPH absorbance 340 nm kinetic | inhibition, % at 10 µM | actives 0.41% (n = 190,000) | AID 1066;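 active = inhibition above a set limit, the median over all tested compounds plus 3 SD, cut at about 9.5% in these data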;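 note: enzyme runs in reverse so mevalonate oxidation gives rising NADPH absorbance; 0% = complete reaction with DMSO and 100% = background rate lacking mevalonate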
TR-FRET SRC-2 ct = TR-FRET artefact, counter-screen to PPARgamma/SRC-2 agonist assay; active compounds read high; TR-FRET ratio at 8 µM; actives 0.4% (n = 200,000); in the data active = TR-FRET ratio above about 2000; note: inactives centre near 1500
bIAP activator = increases bovine intestinal alkaline phosphatase activity | purified bovine IAP, CDP-star luminescence, 30 min; active compounds read high; fold of DMSO-control signal, blank-subtracted | activation factor at 20 µM | actives 0.17% (n = 200,000);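 active = activation factor of 2 or more at 20 µM, a signal rise over negative controls twice the positive control's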
Numbers without * were called inactive.

SMILES	bIAP inh	TNAP inh hiacc	TNAP act hi DEA	PPARg SRC-3 ag	PPARg SRC-2 ag	TNAP inh noacc	PPARg SRC-1 ag	HMGR II inh	TR-FRET SRC-2 ct	bIAP activator
CC(=O)N(Cc1cccs1)C1CCOC(C)(C)C1 (stereo not given)	4.2	-0.4	1	4.9	7.9	-6.4	5.7	0.4	1673	1
CCOC(=O)Cc1nnc(NC(=O)C(CC)Sc2nc(C)cc(=O)[nH]2)s1 (stereo not given)	9.7	-2.5	1	3.4	1.2	8.4	3.4	-8.7	1719	0.9
CC(C)N=C1CC(C)(C)CC(=O)/C1=C(/O)CCCN1C(=O)c2ccccc2C1=O	2.2	-1.2	1	-0.7	3.2	-3.8	6.8	-1.3	1414	1
Cc1ccn(-c2n[nH]c(C)c2[N+](=O)[O-])n1	4.9	0.4	1	2.7	-0.9	8.1	-4.8	-2.4	1760	1
O=C(CNc1ccc(F)cc1)N/N=C1\CCCc2ccccc21	-7.1	-0.7	1	-3.6	-1.2	-7.0	4.3	-3.6	1333	1.1
CCOC(=O)c1c(NC(=O)c2ccoc2C)sc2c1CCC2	7.3	0.5	1	-1.1	6.3	1.1	-0.9	-0.6	1690	0.9
CC(NC(=O)Cn1c(=O)oc2cc(S(=O)(=O)N3CCCC3)ccc21)c1ccccc1 (stereo not given)	7.5	-2.0	1	11.3	8.3	-9.2	-0.1	2.9	1802	0.9
COc1ccc(-c2nc3n(c(=O)c2C#N)CCS3)cc1OC	8.4	-0.9	1	6.0	7.1	-1.2	1.5	3.7	1483	0.9
COc1ccc(OCc2nc3ccc(S(=O)(=O)Nc4ccccc4Cl)cc3[nH]2)cc1	45.6	3.0	1	2.7	0.2	-22.4	1.4	-9.4	1581	0.5
N#CC1=C(N)N(c2ccccc2)C2=C(C(=O)CCC2)C1c1ccsc1 (stereo not given)	11.8	-2.7	1	-9.1	-2.7	-6.7	5.5	-1.0	1444	0.9
Cc1ccccc1OCCOC(=O)c1nc2nccc(C)n2n1	-3.6	1.4	1	-3.3	-4.5	-2.3	0.8	-7.9	1527	1
CC(=O)OCc1c(C)cc(C)c(/C=C(/C#N)C(N)=O)c1C	3.6	-3.7	1	-0.9	-11.5	-6.4	2.1	-2.0	1566	1
COc1cc(Cl)c(C)cc1NC(=O)CSc1nnc(-c2cccnc2)n1Cc1ccco1	-1.1	-9.4	1.1	16.7	1.6	-5.0	-0.8	-1.0	1531	1
CCCCn1c(SCC(=O)Nc2cc(C)on2)nc2c1c(=O)n(C)c(=O)n2C	10.4	-7.8	1.1	1.8	3.8	0.3	-0.3	-1.7	1662	0.9
COc1cccc(NC(=O)c2cc(-c3cccnc3)nc3c(Cl)cccc23)c1	4.3	6.8	0.9	-0.8	4.1	6.0	0.1	-9.2	1497	1
COc1cnc(-c2ccccc2)nc1Oc1cccc(C)c1C	4.0	-3.1	1	2.3	10.8	3.5	-4.0	-3.6	1509	1
Cc1ccc(-c2cnc3n2CCCCC3)cc1	-9.5	-8.4	1.1	-1.5	6.9	-10.2	1.8	-1.3	1669	1.1
Cc1ccccc1CSCCNS(C)(=O)=O	9.0	-1.4	1	12.3	-0.2	-8.0	1.4	-5.6	1517	0.9
COc1ccc(C(C(=O)NC(C)(C)C)N(CC2CCCO2)C(=O)CCC(=O)Nc2cc(C)on2)cc1 (stereo not given)	-1.8	-3.4	1	-4.9	1.2	-10.5	0.1	-7.5	1596	1
COc1ccc(C(=O)N2CCCC(c3nc(-c4cccs4)no3)C2)cc1 (stereo not given)	-2.4	0.2	1	-9.8	-9.0	4.4	11.4	-1.2	1440	1
CC1=C(C(=O)Nc2ccc(C)cc2C)C(c2cccs2)NC(=S)N1 (stereo not given)	20.5	-3.0	1	9.2	11.0	-0.3	1.3	-2.6	1677	0.8
O=C(NC1CCCc2ccccc21)C1CCC(CNS(=O)(=O)c2cccc3nsnc23)CC1 (stereo not given)	4.9	-4.4	1	-2.4	-2.1	0.7	11.0	-8.7	1549	1
COc1c(Br)cc(Br)cc1/C=C1/C(=O)N=C(N)N1C	-1.3	-0.9	1	3.5	13.7	-6.8	6.5	-5.8	1731	1
CCc1ccc(-c2cn(-c3nc(C)cc(C)n3)c(=N)o2)cc1	-57.7	-9.3	1.1	-4.9	-6.0	-27.1	-6.3	-5.0	1421	1.6
CCCn1c(NCc2ccc3c(c2)OCO3)nc2ccccc21	11.8	-3.9	1	0.0	-8.0	-8.9	-0.7	-2.2	1585	0.9
CCO[C@@H]1OC(C(=O)NCc2nc3ccccc3[nH]2)=C[C@H](C2CCCCC2)[C@H]1CCCO	-23.0	-1.9	1	-0.5	3.3	-12.9	4.5	-1.8	1413	1.2
CN(C)CCCN(Cc1ccccc1)C(=S)Nc1cccc(C(F)(F)F)c1	6.5	-3.4	1	1.1	1.5	-9.1	-3.2	0.3	1718	0.9
O=C(/C=C/c1ccccc1)Oc1ccc(C(=S)N2CCOCC2)cc1	14.0	1.3	1	2.0	0.6	-7.1	2.4	-1.6	1764	0.9
CCN(C(=O)CN1CCN(c2cccc(C(F)(F)F)c2)CC1)c1c(N)n(Cc2ccccc2)c(=O)[nH]c1=O	-28.2	-3.1	1	5.7	4.5	-13.2	-2.6	3.4	1414	1.3
O=[N+]([O-])c1ccc(C(O)C23CN4CN(CN(C4)C2)C3)cc1 (stereo not given)	4.1	-4.3	1	3.3	1.0	-14.1	8.3	-6.0	1726	1
O=C(C1CCC(Cn2c(=S)[nH]c3ccccc3c2=O)CC1)N1CCN(c2ccccn2)CC1 (stereo not given)	2.4	1.7	1	-4.4	-1.4	-2.1	4.4	-1.1	1540	1
Nc1nc(CSc2nnc(-c3cccc(F)c3)n2-c2ccccc2)nc(N2CCOCC2)n1	-3.0	3.2	1	0.5	9.1	1.1	-6.8	-0.5	1490	1
O=[N+]([O-])c1ccc(N2CCCCC2)cn1	7.5	4.7	1	-2.5	-1.1	1.6	-9.0	5.2	1518	0.9
O=C(O)CSc1nnc(-c2ccccc2O)n1Cc1ccccc1	-1.3	-5.8	1.1	-1.4	2.4	1.6	-4.5	-0.7	1520	1
Cc1ccccc1[C@@H]1C(C#N)=C(N)S[C@H]1C(=O)c1ccccc1	36.8	-3.8	1	-4.4	-2.0	-8.9	-4.5	-1.1	1455	0.6
Cn1c(COc2ccccc2)nnc1SCCN1CCOCC1	-2.8	-5.9	1.1	1.3	12.3	-12.1	-6.2	-1.1	1574	1
O=C(Nc1ccccc1C(F)(F)F)N1CCN(C(c2ccccc2)c2ccccc2)CC1	-1.1	0.4	1	2.5	1.8	-4.4	4.5	1.0	1684	1
Cc1ccc(C)c(Oc2cc(NC(=O)CCCn3nc(C)c([N+](=O)[O-])c3C)cc([N+](=O)[O-])c2)c1	1.0	-4.2	1	3.5	0.4	-0.7	0.4	-0.8	1487	1
Cc1ccc(OCC(=O)Nc2cccc(O)c2)cc1C	-3.5	-2.0	1	6.3	5.8	-7.9	-5.2	-0.6	1448	1
CCc1cc(=O)oc2cc3occ(-c4ccc(OC)c(F)c4)c3cc12	24.8	1.6	1	-3.0	1.6	-2.3	-4.4	-6.2	1419	0.8
O=C(C1CCN(S(=O)(=O)c2ccc(Cl)cc2)CC1)N1CCOCC1	0.4	-10.5	1.1	-0.6	-0.5	2.6	1.7	-0.7	1536	1
CCCCNS(=O)(=O)c1ccc2nc(SCC(=O)c3ccccc3OC)[nH]c2c1	-13.3	-3.8	1	14.4	15.9	-24.3	-2.7	-1.1	1639	1.1
CCOC(=O)C(NC(=O)OC(C)C)(Nc1nccs1)C(F)(F)F (stereo not given)	19.2	-4.1	1	-5.5	-5.7	-11.3	-2.1	-5.3	1377	0.8
Cc1cccc(Nc2nc3c(c(=O)n(C)c(=O)n3C)n2CC(O)CO)c1 (stereo not given)	8.8	0.5	1	-3.9	4.2	-4.7	2.6	-7.5	1419	0.9
CC1(C)CC(CCC(=O)Nc2ccc(S(N)(=O)=O)cc2)C(=O)O1 (stereo not given)	13.4	-5.4	1.1	4.0	4.5	-12.6	7.6	-2.0	1522	0.9
Cc1ccc(C(=O)N[C@H](C(=O)OCC(=O)c2ccc[nH]2)C(C)C)cc1	7.5	-2.2	1	0.0	-7.9	-23.5	-6.5	2.1	1504	0.9
CN(C)/C=N/c1nc2nccc(-c3cccs3)n2n1	7.9	-2.2	1	2.9	3.1	-7.6	11.5	-1.4	1730	0.9
Cn1c(N)c(C(=O)COC(=O)c2cncc(Br)c2)c(=O)n(C)c1=O	-10.6	0.8	1	-2.4	-0.4	8.7	-1.3	2.7	1510	1.1
CCCn1c(=O)c(C(=O)Nc2ccccc2)c(O)c2ccccc21	-0.1	-3.0	1	-15.9	0.2	-11.1	1.3	-3.0	1491	1
O=C(CSc1ncn(-c2ccccc2)n1)Nc1ccc(Br)cn1	23.0	-2.6	1	11.4	8.0	-2.4	-8.0	5.7	1601	0.8
Cc1cccc(OCC(=O)Nc2ccc(C(=O)NCc3cccnc3)cc2)c1	5.0	-3.8	1	4.3	-2.7	-5.9	-6.5	-3.7	1485	0.9
CCOc1ccc(N(CC(=O)NC2CCCC2)C(=O)CCCC(=O)Nc2ccccn2)cc1	-12.2	0.1	1	-0.6	-1.4	4.4	1.3	-1.2	1304	1.1
COC(=O)c1ccc(COC(=O)c2[nH]c(C)c(C(C)=O)c2C)o1	-0.4	-3.2	1	0.6	2.4	-12.6	2.4	-1.4	1625	1
Cc1ccc(N2CCN(CCCCN3C(=O)C4CCCN4C3=O)CC2)cc1 (stereo not given)	5.5	0.5	1	-0.9	-3.9	-3.1	-1.1	-1.6	1630	0.9
CO/N=C/C1C(=O)NN=C1c1ccccc1 (stereo not given)	6.5	2.5	1	4.5	7.3	-2.1	9.7	-3.9	1655	0.9

Screening data: PubChem BioAssay, several laboratories
